LYPLA1 counter – LYPLA1 (human) inhibition in PME1 counter-screen | O75608 | recombinant LYPLA1, FP-Rh probe fluorescence polarization | inhibition, % at 5.9 µM | 320,000 tested, 0.16% active | AID 2174;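 active = inhibition above the mean of all tested compounds plus 3 SD, set per campaign, cut at about 14% in these data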;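 also: inhibitors block serine hydrolase probe labeling of LYPLA1 so polarization falls; 0% = enzyme with DMSO and 100% = wells lacking LYPLA1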
PAFAH1B3 inh – inhibitors of human PAFAH1B3; 340,000 tested, 0.28% active; Q15102; inhibition, % at 3.39 µM; AID 492972; recombinant PAFAH1B3, FP-rhodamine probe, fluorescence polarization;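 active = inhibition above the screen-wide average of all tested compounds plus 3 SD, cut at about 25% in these data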;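 also: 0% = enzyme with DMSO only and 100% = wells lacking PAFAH1B3 protein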
Target sequence (Q15102 whole entry, looked up): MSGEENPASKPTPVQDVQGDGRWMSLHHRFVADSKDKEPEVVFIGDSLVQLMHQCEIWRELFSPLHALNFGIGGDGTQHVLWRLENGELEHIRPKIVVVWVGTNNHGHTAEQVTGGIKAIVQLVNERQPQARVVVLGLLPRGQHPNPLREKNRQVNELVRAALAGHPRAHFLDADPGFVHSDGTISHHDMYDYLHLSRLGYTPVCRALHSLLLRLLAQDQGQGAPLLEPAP
ZTA DNA inh – counter-screen for EBNA-1 inhibitors: inhibitors of Epstein-Barr virus ZTA; P03206; ZTA-DNA binding, fluorescence polarization; inhibition, % at 11 µM; 320,000 tested, 0.15% active; AID 2234; in the data active = inhibition above about 33%
PAFAH2 FP inh – PAFAH2 (human) inhibition | Q99487 | recombinant PAFAH2, FP-rhodamine activity probe, fluorescence polarization | inhibition, % at 3.39 µM | 340,000 tested, 0.99% active | AID 492956;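 active = inhibition above the mean over all tested compounds plus 3 SD, cut at about 30% in these data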;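 also: inhibitors block probe labeling of enzyme so polarization drops; 0% = enzyme with DMSO and 100% = wells lacking PAFAH2 protein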
EBNA-1 inh – blocks EBNA-1 binding to DNA; inhibition, % at 14.8 µM; AID 1950; EBNA-1 DNA binding, fluorescence polarization; 300,000 tested, 0.34% active; in the data active = inhibition above about 28%
pPAFAH FP inh – pPAFAH (human) enzyme inhibition; recombinant pPAFAH, FP-rhodamine probe fluorescence polarization; inhibition, % at 3.39 µM; 330,000 tested, 1.5% active; AID 463082;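 active = inhibition above the mean inhibition across the screen plus 3 SD, cut at about 25% in these data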;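 also: inhibitors block binding of the rhodamine activity-based probe so polarization drops; 0% = enzyme with DMSO and 100% = wells lacking pPAFAH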
Target sequence (Q13093 whole entry, looked up): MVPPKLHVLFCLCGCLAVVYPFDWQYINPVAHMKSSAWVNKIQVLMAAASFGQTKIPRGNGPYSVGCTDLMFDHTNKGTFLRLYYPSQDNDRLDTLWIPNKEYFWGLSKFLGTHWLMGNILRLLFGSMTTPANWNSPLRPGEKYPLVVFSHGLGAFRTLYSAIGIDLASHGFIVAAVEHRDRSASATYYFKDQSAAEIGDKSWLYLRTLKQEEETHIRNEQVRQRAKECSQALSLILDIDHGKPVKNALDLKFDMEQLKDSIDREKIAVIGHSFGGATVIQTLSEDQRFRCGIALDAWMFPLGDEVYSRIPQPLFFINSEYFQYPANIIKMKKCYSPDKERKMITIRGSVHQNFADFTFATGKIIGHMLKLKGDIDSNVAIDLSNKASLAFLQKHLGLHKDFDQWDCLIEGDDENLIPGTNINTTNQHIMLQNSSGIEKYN
PREPL inhibitor – inhibitors of human prolyl oligopeptidase-like enzyme PREPL; Q4J6C6; recombinant PREPL, fluorescence polarization activity-based probe; inhibition, % at 5.96 µM; 320,000 tested, 0.68% active; AID 2751; in the data active = inhibition above about 43%;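 also: 0% = enzyme with DMSO and 100% = wells lacking enzyme; many of its hits are not listed in these tables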
PAFAH1B2 FP inh – inhibitors of human PAFAH1B2; recombinant PAFAH1B2, FP-rhodamine activity probe, fluorescence polarization; inhibition, % at 3.39 µM; 340,000 tested, 1.2% active;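 active = inhibition above the mean of all tested compounds plus 3 SD, cut at about 24% in these data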;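 also: 0% = enzyme with DMSO and 100% = wells lacking PAFAH1B2; many of its hits are not listed in these tables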
LYPLA2 inh – blocks human lysophospholipase 2, a PME1 counter-screen; O95372; recombinant LYPLA2, FP-Rh probe fluorescence polarization; inhibition, % at 5.9 µM; 320,000 tested, 0.38% active; AID 2177;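 active = inhibition above the screen-wide mean plus 3 SD, limit set per campaign, cut at about 26% in these data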;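 also: 0% = LYPLA2 with DMSO and 100% = wells lacking LYPLA2 enzyme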
Target sequence (O95372 whole entry, looked up): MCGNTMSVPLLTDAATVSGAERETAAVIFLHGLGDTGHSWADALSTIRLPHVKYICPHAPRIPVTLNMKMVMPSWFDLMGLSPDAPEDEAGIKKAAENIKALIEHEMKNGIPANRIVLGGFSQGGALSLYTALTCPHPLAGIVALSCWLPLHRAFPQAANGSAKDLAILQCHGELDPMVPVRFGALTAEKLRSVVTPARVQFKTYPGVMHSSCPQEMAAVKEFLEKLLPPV
An asterisk follows results filed as active.

`CCn1c(SCC(=O)Nc2cc(C)on2)nc2sc3c(c2c1=O)CCCC3` gave LYPLA1 counter -4, PAFAH1B3 inh 1, ZTA DNA inh -14, PAFAH2 FP inh -6, EBNA-1 inh 3, pPAFAH FP inh 10, PREPL inhibitor -2, PAFAH1B2 FP inh -2 and LYPLA2 inh -7.
Cc1c(C(=O)NC2CCCCC2)oc2ccc(F)cc12 was read as LYPLA1 counter 1, PAFAH1B3 inh -2, ZTA DNA inh -14, PAFAH2 FP inh 5, EBNA-1 inh 2, pPAFAH FP inh 2, PREPL inhibitor 1, PAFAH1B2 FP inh 6 and LYPLA2 inh 4.
For CCn1cc(S(=O)(=O)c2cccc(C)c2)c(=O)c2cc(F)c(N3CCN(C)CC3)cc21 the results were LYPLA1 counter 0, PAFAH1B3 inh 5, ZTA DNA inh 13, PAFAH2 FP inh 0, EBNA-1 inh 12, pPAFAH FP inh 3, PREPL inhibitor 5, PAFAH1B2 FP inh 3 and LYPLA2 inh -1.
For N#Cc1ccc(S(=O)(=O)NC[C@H]2O[C@@H](n3cnc4c(N)ncnc43)[C@H](O)[C@@H]2O)cc1 the results were PAFAH1B3 inh 1, PAFAH2 FP inh 6, pPAFAH FP inh 6 and PAFAH1B2 FP inh -1.
`CCCCCCNc1c(C(=O)OCC)c(=O)[nH]c2ccccc12` gave LYPLA1 counter 4, PAFAH1B3 inh 4, ZTA DNA inh -5, PAFAH2 FP inh -7, EBNA-1 inh -11, pPAFAH FP inh -5, PREPL inhibitor 0, PAFAH1B2 FP inh 5 and LYPLA2 inh -1.
`COc1ccc(NC(=O)COC(=O)[C@@H]2CCCN2S(=O)(=O)c2ccccc2F)c(OC)c1` gave LYPLA1 counter 4, PAFAH1B3 inh 3, ZTA DNA inh 0, PAFAH2 FP inh -2, EBNA-1 inh -2, pPAFAH FP inh 6, PREPL inhibitor 1, PAFAH1B2 FP inh 3 and LYPLA2 inh 9.
Cc1ccc(-c2n[nH]c(=S)c3ccccc23)cc1S(=O)(=O)NCC1CCCO1 (stereo not given) was read as LYPLA1 counter 7, PAFAH1B3 inh -2, ZTA DNA inh 0, PAFAH2 FP inh 5, EBNA-1 inh -3, pPAFAH FP inh 3, PREPL inhibitor 35, PAFAH1B2 FP inh 3 and LYPLA2 inh -1.
For Cc1ccc(NC(=O)CN2C(=O)S/C(=C\c3cc(C)n(-c4cccc(C(=O)O)c4)c3C)C2=O)cc1 the results were LYPLA1 counter -5, PAFAH1B3 inh 4, ZTA DNA inh 11, PAFAH2 FP inh 6, EBNA-1 inh -1, pPAFAH FP inh 8, PREPL inhibitor 4, PAFAH1B2 FP inh 5 and LYPLA2 inh 48*.
For Cc1c(C)c(C)c(S(=O)(=O)Nc2ccc3[nH]c(=O)[nH]c3c2)c(C)c1C the results were LYPLA1 counter -3, PAFAH1B3 inh -4, ZTA DNA inh 4, PAFAH2 FP inh -1, EBNA-1 inh 0, pPAFAH FP inh 2, PREPL inhibitor -16, PAFAH1B2 FP inh 5 and LYPLA2 inh -5.
`COC(=O)c1cc(Br)c(=O)n(CCc2ccc(F)cc2)c1` gave LYPLA1 counter -5, PAFAH1B3 inh -4, ZTA DNA inh 0, PAFAH2 FP inh 5, EBNA-1 inh 3, pPAFAH FP inh 2, PREPL inhibitor -32, PAFAH1B2 FP inh 3 and LYPLA2 inh -5.
`CCOc1ccc(CN2CCCC(CO)(Cc3ccc(F)cc3)C2)cc1` (stereo not given) gave LYPLA1 counter 0, PAFAH1B3 inh 8, ZTA DNA inh -2, PAFAH2 FP inh 3, EBNA-1 inh 7, pPAFAH FP inh 1, PREPL inhibitor 10, PAFAH1B2 FP inh -5 and LYPLA2 inh -5.
`COCCn1c(C)cc(C(=O)COC(=O)c2cccnc2SC)c1C` gave PAFAH1B3 inh 9, PAFAH2 FP inh 3, pPAFAH FP inh 4, PREPL inhibitor 10 and PAFAH1B2 FP inh 6.
For Nc1nc(SCC(=O)C23CC4CC(CC(C4)C2)C3)n[nH]1 the results were LYPLA1 counter 2, PAFAH1B3 inh -2, ZTA DNA inh -5, PAFAH2 FP inh 0, EBNA-1 inh -4, pPAFAH FP inh 3, PREPL inhibitor 15, PAFAH1B2 FP inh 27* and LYPLA2 inh 9.
O=C(COc1ncnc2ccccc12)Nc1ccc(Cl)c(S(=O)(=O)N2CCOCC2)c1 was read as LYPLA1 counter -1, PAFAH1B3 inh 7, ZTA DNA inh 2, PAFAH2 FP inh 13, EBNA-1 inh 0, pPAFAH FP inh 0, PREPL inhibitor 4, PAFAH1B2 FP inh 0 and LYPLA2 inh -2.
`COc1ccc(S(=O)(=O)NCCC(=O)NCc2cccs2)cc1` gave LYPLA1 counter 2, PAFAH1B3 inh 9, ZTA DNA inh 2, PAFAH2 FP inh -12, EBNA-1 inh 4, pPAFAH FP inh -2, PREPL inhibitor 1, PAFAH1B2 FP inh 8 and LYPLA2 inh 2.
`O=C(Nc1ccccc1C(F)(F)F)C1CCN(C(=O)Cc2ccccc2)CC1` gave LYPLA1 counter 5, PAFAH1B3 inh 12, ZTA DNA inh -3, PAFAH2 FP inh -4, EBNA-1 inh 2, pPAFAH FP inh 4, PREPL inhibitor 9, PAFAH1B2 FP inh 0 and LYPLA2 inh 10.
For Nc1nc(Nc2cccc(C(F)(F)F)c2)nc(C(F)(F)F)n1 the results were LYPLA1 counter -4, PAFAH1B3 inh -7, ZTA DNA inh -16, PAFAH2 FP inh 0, EBNA-1 inh -12, pPAFAH FP inh 6, PREPL inhibitor 7, PAFAH1B2 FP inh 1 and LYPLA2 inh -3.
COc1ccc(CNC(=O)CCn2c(=O)oc3ccccc32)c(OC)c1 was read as LYPLA1 counter 2, PAFAH1B3 inh -1, ZTA DNA inh -10, PAFAH2 FP inh 1, EBNA-1 inh -14, pPAFAH FP inh 2, PREPL inhibitor -12, PAFAH1B2 FP inh -1 and LYPLA2 inh 4.
`O=C(CCCc1cccs1)Nc1nc(-c2ccc(F)cc2)cs1` gave LYPLA1 counter -3, PAFAH1B3 inh 2, ZTA DNA inh 7, PAFAH2 FP inh -1, EBNA-1 inh 3, pPAFAH FP inh 2, PREPL inhibitor -3, PAFAH1B2 FP inh 3 and LYPLA2 inh 4.
Screening Cn1c(=O)oc2cc(S(=O)(=O)N3CCC(C(=O)N4CCc5ccccc5C4)CC3)ccc21 returned LYPLA1 counter 0, PAFAH1B3 inh 4, ZTA DNA inh -11, PAFAH2 FP inh -3, EBNA-1 inh 1, pPAFAH FP inh -3, PREPL inhibitor 2, PAFAH1B2 FP inh 1 and LYPLA2 inh 5.
Screening Cc1cc(NC(=O)CSc2nnc(-c3cccc(Cl)c3)o2)no1 returned LYPLA1 counter 1, PAFAH1B3 inh 1, ZTA DNA inh 3, PAFAH2 FP inh 3, EBNA-1 inh 0, pPAFAH FP inh 8, PREPL inhibitor -3, PAFAH1B2 FP inh 7 and LYPLA2 inh -1.
Screening CCC(C)NC(=O)[C@@H]1CSC2c3ccccc3C(=O)N21 (stereo not given in full) returned LYPLA1 counter 0, PAFAH1B3 inh 2, ZTA DNA inh 13, PAFAH2 FP inh 10, EBNA-1 inh 1, pPAFAH FP inh 1, PREPL inhibitor 1, PAFAH1B2 FP inh -2 and LYPLA2 inh -3.
`CC1CCN(C(=O)CN2C(=O)NC3(CCC(C)CC3)C2=O)CC1` (stereo not given) gave LYPLA1 counter 1, PAFAH1B3 inh 13, ZTA DNA inh 14, PAFAH2 FP inh -5, pPAFAH FP inh -2, PREPL inhibitor -2, PAFAH1B2 FP inh 16 and LYPLA2 inh 1.
For Cc1nn(C)c(C)c1NC(=S)Nc1ccc(S(=O)(=O)Nc2ncccn2)cc1 the results were LYPLA1 counter -3, PAFAH1B3 inh 9, ZTA DNA inh -9, PAFAH2 FP inh 4, EBNA-1 inh 1, pPAFAH FP inh 4, PREPL inhibitor 9, PAFAH1B2 FP inh 10 and LYPLA2 inh 3.
O=c1c2c3c(sc2nc(NCCO)n1-c1ccccc1)CCCC3 was read as LYPLA1 counter -3, PAFAH1B3 inh 11, ZTA DNA inh -4, PAFAH2 FP inh 4, EBNA-1 inh 0, pPAFAH FP inh 3, PREPL inhibitor 0, PAFAH1B2 FP inh 5 and LYPLA2 inh -3.
`C=CCNc1nc(-c2ccc3c(c2)OCCO3)cs1` gave LYPLA1 counter -1, PAFAH1B3 inh -1, ZTA DNA inh 4, PAFAH2 FP inh 4, EBNA-1 inh 8, pPAFAH FP inh 8, PREPL inhibitor 3, PAFAH1B2 FP inh -2 and LYPLA2 inh 2.
Screening Cc1c(C(=O)N2CCOCC2)[nH]c2c1C(=O)CC(c1ccccc1Cl)C2 (stereo not given) returned LYPLA1 counter 1, PAFAH1B3 inh 4, ZTA DNA inh 3, PAFAH2 FP inh 21, EBNA-1 inh 13, pPAFAH FP inh 14, PREPL inhibitor -13, PAFAH1B2 FP inh 3 and LYPLA2 inh -1.
Screening Cc1c(C#N)c(N)c(C(=O)c2ccccc2)n1Cc1ccccc1 returned LYPLA1 counter -1, PAFAH1B3 inh 11, ZTA DNA inh 8, PAFAH2 FP inh 7, EBNA-1 inh 7, pPAFAH FP inh 3, PREPL inhibitor 3, PAFAH1B2 FP inh 14 and LYPLA2 inh -6.
O=C(CSCc1ccccc1)N1CCc2ccccc21 was read as LYPLA1 counter 1, PAFAH1B3 inh -2, ZTA DNA inh -12, PAFAH2 FP inh 6, EBNA-1 inh -5, pPAFAH FP inh 8, PREPL inhibitor 8, PAFAH1B2 FP inh 8 and LYPLA2 inh 3.
Screening O=C(COC(=O)c1n[nH]c(=O)c2ccccc12)c1ccc(Br)cc1 returned LYPLA1 counter 0, PAFAH1B3 inh 4, ZTA DNA inh -4, PAFAH2 FP inh 0, EBNA-1 inh -9, pPAFAH FP inh -1, PREPL inhibitor 5, PAFAH1B2 FP inh 16 and LYPLA2 inh 0.
`Cc1c(C)c2ccc(OCC(=O)N3CCN(c4cccc(Cl)c4)CC3)cc2oc1=O` gave LYPLA1 counter 6, PAFAH1B3 inh -3, ZTA DNA inh -4, PAFAH2 FP inh -3, EBNA-1 inh -6, pPAFAH FP inh 5, PREPL inhibitor -33, PAFAH1B2 FP inh -1 and LYPLA2 inh 50*.
Screening COc1ccc(CCNC(=O)C2CCN(S(C)(=O)=O)CC2)cc1 returned LYPLA1 counter 1, PAFAH1B3 inh -5, ZTA DNA inh 0, PAFAH2 FP inh -2, EBNA-1 inh 7, pPAFAH FP inh 5, PREPL inhibitor -4, PAFAH1B2 FP inh 2 and LYPLA2 inh 1.
For COCCNC(=S)N/N=C/c1ccccc1C(=O)O the results were LYPLA1 counter -2, PAFAH1B3 inh 2, ZTA DNA inh 9, PAFAH2 FP inh 1, EBNA-1 inh 1, pPAFAH FP inh 1, PREPL inhibitor 1, PAFAH1B2 FP inh -1 and LYPLA2 inh 4.
For CCCNC(=O)N1CCC(c2nc3ccccc3s2)CC1 the results were LYPLA1 counter -1, PAFAH1B3 inh 1, ZTA DNA inh 21, PAFAH2 FP inh 3, EBNA-1 inh 1, pPAFAH FP inh 2, PREPL inhibitor 2, PAFAH1B2 FP inh 3 and LYPLA2 inh 0.
Cc1csc(NC(=O)CSc2nccn2C)n1 was read as LYPLA1 counter -2, PAFAH1B3 inh 5, ZTA DNA inh -6, PAFAH2 FP inh 3, EBNA-1 inh 0, pPAFAH FP inh -3, PREPL inhibitor 0, PAFAH1B2 FP inh 1 and LYPLA2 inh -1.

Screening results from PubChem.

Only part of the results is shown; count on the stated rates, not on these rows.
